Assay outcomes as filed in PubChem BioAssay.
AmpC no deterg: blocks E. coli AmpC beta-lactamase in detergent-free assay | P00811 | AmpC nitrocefin hydrolysis, absorbance 480 nm, 0.0001% Triton | Potency, µM (highest dose often 57.1 µM), for the others: at the highest dose activity change, negative = inhibition, usual class: inhibitors | hit rate 0.52% among 330,000 | AID 485341;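 note: potency is the fitted concentration of half-maximal effect; plate controls were no compound for no effect and no enzyme for full effect; nearly all actives have a fitted effect of over 20% in size; some results filed as inactive show a strong effect at the top dose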
Target sequence (P00811 whole entry, looked up): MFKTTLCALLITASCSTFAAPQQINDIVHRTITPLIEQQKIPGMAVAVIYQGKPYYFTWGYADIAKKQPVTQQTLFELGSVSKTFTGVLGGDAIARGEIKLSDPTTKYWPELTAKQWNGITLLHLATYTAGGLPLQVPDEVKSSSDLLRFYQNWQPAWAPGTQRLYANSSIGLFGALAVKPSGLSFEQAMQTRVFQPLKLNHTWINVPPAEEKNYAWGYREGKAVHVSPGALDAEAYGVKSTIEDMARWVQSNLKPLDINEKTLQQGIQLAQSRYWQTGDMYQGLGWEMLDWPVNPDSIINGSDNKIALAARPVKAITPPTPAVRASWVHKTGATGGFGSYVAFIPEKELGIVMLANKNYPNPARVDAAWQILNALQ
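20 mM phosphate pH 7.0 + 0.01% (detergent screen) or 0.0001% Triton X-100; 5.3 nM AmpC reagent; cpd preinc 15 min RT; nitrocefin (800 uM stock) to start; A480 q20 s × 4 min; Activity was normalised to no-enzyme and no-compound control wells.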
LmPK inhibitor: blocks Leishmania mexicana pyruvate kinase activity; Q27686; purified LmPK, Kinase-Glo ATP luminescence, 1 h; Potency, µM (doses to about 57.5 µM), inactives show at the highest dose activity change, negative = inhibition, hits mostly inhibitors; hit rate 0.37% among 290,000; AID 1721; note: potency is the fitted concentration of half-maximal effect
Target sequence (Q27686 whole entry, looked up): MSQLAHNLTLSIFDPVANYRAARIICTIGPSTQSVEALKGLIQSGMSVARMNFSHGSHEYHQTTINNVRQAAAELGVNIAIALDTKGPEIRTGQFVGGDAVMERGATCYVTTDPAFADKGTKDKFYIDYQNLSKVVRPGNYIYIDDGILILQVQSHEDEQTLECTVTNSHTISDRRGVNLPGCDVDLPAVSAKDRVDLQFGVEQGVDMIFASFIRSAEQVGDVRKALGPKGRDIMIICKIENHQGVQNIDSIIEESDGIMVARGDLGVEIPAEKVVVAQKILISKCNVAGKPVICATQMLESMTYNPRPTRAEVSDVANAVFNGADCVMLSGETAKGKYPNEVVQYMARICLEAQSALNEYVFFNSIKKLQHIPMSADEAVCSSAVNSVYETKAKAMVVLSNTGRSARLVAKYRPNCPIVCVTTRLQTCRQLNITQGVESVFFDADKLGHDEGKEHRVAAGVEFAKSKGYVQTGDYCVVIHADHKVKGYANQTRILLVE
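qHTS format; LmPK 0.1 nM; substrates PEP 0.5 mM and ADP 0.1 mM. One-hour room-temperature incubation, then coupled luciferase luminescence; 0.5 nM enzyme wells mark activation.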
TbPYK inhibitor: inhibitors of Trypanosoma brucei pyruvate kinase. TbPYK enzyme, Kinase-Glo Plus ATP luminescence, 45 min. Potency, µM (series often up to 76.8 µM), inactives show at the highest dose activity, negative = inhibition, most hits filed as inhibitors. hit rate 0.12% among 410,000. AID 624173; note: potency is the fitted concentration of half-maximal effect; nearly all actives have a fitted effect of over 50% in size
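Enzyme and substrate buffer are dispensed first and compound is pin-transferred. ADP at 130 uM final then starts the reaction, which runs 45 min at room temperature. Detection reagent is added for 10 min before luminescence is imaged.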
AMA1 RON2 block: inhibitors of Plasmodium falciparum AMA1-RON2 interaction; Potency, µM (highest dose often 58.2 µM), for inactives: top-dose activity change, negative = inhibition, usual class: inhibitors; AlphaScreen AMA1-biotinylated RON2 peptide binding; hit rate 0.2% among 360,000;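 note: potency is the fitted concentration of half-maximal effect; 0% = vehicle wells and -100% = peptide control; nearly all actives have a fitted effect of over 45% in size; some results filed as inactive show a strong effect at the top dose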
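AMA1 (3D7) with his tag at 25 nM final met compounds first, then biotinylated RON2 peptide at 25 nM; detection used donor plus acceptor beads, 10 µg/mL apiece, read by AlphaScreen after 30 min at room temperature.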
HCV inhibitor: blocks hepatitis C virus; Huh7.5.1 HCVcc-Cre infection, luciferase reporter, 44 h; Potency, µM (series often up to 41.8 µM), for inactives: at the top dose activity change, negative = inhibition, most hits filed as inhibitors; hit rate 3.4% among 340,000; note: potency is the fitted concentration of half-maximal effect
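1,000 cells/well; 4 h culture; + compound; + HCVcc-Cre (~0.5 moi); 44 h; luciferase substrate, RT 15 min; read 15 sec.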
HCMV inh: inhibitors of human cytomegalovirus; HFF cells, HCMV-luciferase reporter, 72 h; active compounds read low; activity change, negative = inhibition, % at 57.5 µM; hit rate 4.5% among 410,000; AID 1259415; in the data active = activity change below about -60%; inconclusive = no clear call, values can overlap the other calls; inactive = above about -39%
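Inhibition of viral replication was scored as loss of reporter luminescence in HFFs infected with HCMV-luciferase (MOI 1 PFU/cell) for 72 h; compounds tested at 2 doses, normalized to buffer and Salinomycin controls.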
AmpC detergent: blocks E. coli AmpC beta-lactamase in detergent assay; AmpC hydrolysis of nitrocefin, absorbance 480 nm, 0.01% Triton; Potency, µM (doses to about 114 µM), for the others: at the top dose activity change, negative = inhibition, usual class: inhibitors; hit rate 0.041% among 370,000; AID 485294;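 note: potency is the fitted concentration of half-maximal effect; 0% = no-compound wells and -100% = no-enzyme wells; nearly all actives have a fitted effect of over 25% in size; some results filed as inactive show a strong effect at the top dose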
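AmpC (5.3 nM in the dispensed reagent) in 20 mM phosphate pH 7.0 with 0.01% (detergent screen) or 0.0001% Triton X-100 was preincubated with compounds for 15 min at room temperature. Nitrocefin was then added from an 800 uM solution, and hydrolysis was followed at 480 nm.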
Starred values were filed as active, the others as inactive; ? = inconclusive; . = not tested or not shown; & = joins results of further samples; [ ] = dose if it differs, or a comment. Unless noted, calls come from the whole dose curve; as a rule, active = well fitted curve in the direction sought with a large enough effect; inconclusive = small, poorly fitted or top-dose-only effect, or another doubt; inactive = no such curve, though single readings can be large; an effect the other way counts as inactive or inconclusive. Unless noted, % is set by controls: 0 for no effect and ±100 for the full control effect.

SMILES | AmpC no deterg | LmPK inhibitor | TbPYK inhibitor | AMA1 RON2 block | HCV inhibitor | HCMV inh | AmpC detergent
O=C(CN(Cc1ccccc1)C(=O)c1csnn1)NCc1ccccc1 | -16% | 0% | 4% | 9% | 11% | 6 | -12%
Cc1ccc(S(=O)(=O)N[C@H](C(=O)NC2CCC(C)CC2)C(C)C)cc1 (stereo partly drawn) | -28% | . | 8% | 13% | -9% | 0 | .
O=C(Cc1cccs1)NC1CC(=O)N(c2ccccc2)C1 (stereo not drawn) | . | . | -7% | . | . | 16 | -1%
Cc1nnc(SCC(=O)Nc2ccccc2)[nH]c1=O | -16% | 5% | 1% | -3% | 9% | 1 | -9%
O=C(Nc1cccc(C(=O)N2CCCC2)c1)C1CCCCC1 | . | . | 1% | 3% | -5% | -16 | .
O=C(Nc1ccc2c(c1)CCC2)Nc1ccc2c(c1)OCO2 | -27% | 1% | -1% | -5% | -17% | -24 | 1%
O=C(NNC1=NS(=O)(=O)c2ccccc21)c1ccc(Cl)cc1 | -29% | -4% | 2% | 5% | 21% | ? | -14%
Cc1cc(C)c(S(=O)(=O)Nc2ccc(Cl)cn2)c(C)c1 | -42% | 6% | -1% | -3% | 2% | -6 | 6%
O=C(CN1CCCC1)Nc1ccc(Br)cc1[N+](=O)[O-] | -11% | 0% | 3% | -12% | -22% | -19 | -11%
O=C(Nc1cccc(C(F)(F)F)c1)c1ccc2sc([C@H]3C[C@H](O)[C@@H](CO)O3)nc2c1 | . | . | 6% | 10% | . | -91* | .
O=C(Nc1ncc(Cc2cccc(C(F)(F)F)c2)s1)C1CCCO1 (stereo not drawn) | 27% | -1% | 3% | 4% | ? | 18 | 4%
CCOc1ccccc1NC(=O)C1CCCN(S(=O)(=O)c2ccc3c(c2)CCCN3C(C)=O)C1 (stereo not drawn) | . | . | -3%&-11% | -3% | . | 8&-24 | 4%
CC(C)(C)OC(=O)N1CCCC(C(=O)CC#N)C1 (stereo not drawn) | 102%[activator] | 0% | -1% | -6% | 6% | 56 | -5%
O=C(N(c1ccccc1)c1ccccc1)N(c1ccccc1)c1ccccc1 | -29% | 5% | -7% | -1% | -1% | 13 | -13%
COc1ccccc1N(Cc1ccccc1)S(=O)(=O)c1cccc(C(=O)NC2CC(C)(C)NC(C)(C)C2)c1 | ? | . | -1% | -2% | 2.2µM* | -34 | ?
COC(=O)c1cccc(NC2=NS(=O)(=O)c3ccccc32)c1 | . | . | 12% | . | . | 3 | 4%
COC(=O)c1cccc(NC(=O)/C(=C\c2ccccc2)NC(=O)c2ccccc2Cl)c1 | -29% | 7% | 1% | 3% | -19% | -26 | -2%
COc1ccc(-c2nc3scc(CCNS(=O)(=O)c4ccc(Oc5ccccc5)cc4)n3n2)cc1 | . | . | -1% | . | . | -28 | 1%
CC1(C)Oc2ccc(C(=O)NN)cc2NC1=O | -36% | 9% | 3% | 47%[activator] | 16% | 11 | 3%
COc1ccc(NC(=O)c2ccc(-c3ccc(C)c4ccccc34)o2)cc1 | -29% | -4% | -10% | -18% | ? | 2 | ?
CC1CCN(C(=O)CSc2ccc(-c3ccccc3)nn2)CC1 | 1% | -13% | 0% | -2% | 2% | -35 | -8%
COc1cc(OC)cc(C(=O)NC(=S)N2C[C@H]3C[C@H](C2)c2cccc(=O)n2C3)c1 | -26% | -1% | -9% | 93%[activator] | 10% | 13 | -13%
CC1CCN(C(=O)c2ccc(N3CC4CC(C3)c3cccc(=O)n3C4)c([N+](=O)[O-])c2)CC1 (stereo not drawn) | -2% | 6% | -6% | 7% | 33%[activator] | -35 | -7%
Nn1c(SCc2ccccc2)nc2c(cnn2-c2ccccc2)c1=O | -14% | -3% | 2% | 69%[activator] | -11% | 29 | -11%
Cc1ccc(-c2nc(SCC(=O)NCC3CCCO3)c3c(=O)n(C)c(=O)n(C)c3n2)cc1 (stereo not drawn) | . | . | 1% | . | . | -14 | 15%

The final 3 records of the section before lead into the next.
SMILES | AmpC no deterg | LmPK inhibitor | TbPYK inhibitor | AMA1 RON2 block | HCV inhibitor | HCMV inh | AmpC detergent
CC1CCN(C(=O)c2ccc(N3CC4CC(C3)c3cccc(=O)n3C4)c([N+](=O)[O-])c2)CC1 (stereo not drawn) | -2% | 6% | -6% | 7% | 33%[activator] | -35 | -7%
Nn1c(SCc2ccccc2)nc2c(cnn2-c2ccccc2)c1=O | -14% | -3% | 2% | 69%[activator] | -11% | 29 | -11%
Cc1ccc(-c2nc(SCC(=O)NCC3CCCO3)c3c(=O)n(C)c(=O)n(C)c3n2)cc1 (stereo not drawn) | . | . | 1% | . | . | -14 | 15%
CCc1c(O)nc(SCC(=O)Nc2ccccc2OC)n(-c2ccccc2C)c1=O | -43% | 8% | 25% | 11% | 22% | -24 | 8%
O=C(NC1CCCN(C2Cc3ccccc3C2)C1)c1ccc(F)cc1Cl (stereo not drawn) | -2% | -4% | 0% | 7% | 1% | 30 | -12%
COC(=O)CC1(Cc2ccccc2)C(=O)NC(=O)NC1=O | -10% | 1% | -8% | 0% | -11% | 6 | ?
CC(C)C[C@H](NC(=O)C1CC(=O)N(c2ccc3c(c2)OCCO3)C1)C(=O)N1CCCCC1 (stereo partly drawn) | 41% | -2% | -5% | -7% | 15% | -30 | -10%
CCCCN(C)C(=O)C(Cc1ccccc1)NS(=O)(=O)c1ccc2c(c1)CCC(=O)N2 (stereo not drawn) | 23% | 1% | -1% | -10% | 18% | -17 | -9%
COc1cccc(C(=O)NC(=S)Nc2ccc(Cl)cc2C(=O)O)c1 | -24% | -15% | -6% | 69%[activator] | 9% | -2 | 4%
Cc1ccc(CN2CC(N3CCN(Cc4cccc(C)c4)CC3)CS2(=O)=O)cc1 (stereo not drawn) | . | . | -1% | -12% | . | -22 | .
CSCCC(C(=O)N1C[C@]2(C)C[C@H]1CC(C)(C)C2)N1C(=O)c2ccccc2C1=O (stereo partly drawn) | 136%[activator] | 0% | ? | -7% | ? | -28 | 1%
CCOC(=O)CSc1nnc([C@H](CC(C)C)NC(=O)OC(C)(C)C)o1 | -3% | 11% | 0% | 5% | 23%&11% | 8 | ?
Cc1cccc(C(=O)OCC(=O)NC(=O)NC2CCCCC2)c1 | . | . | -7% | -9% | . | -4 | .
CCC(C)NC(=O)C1CCN(S(=O)(=O)N2CCC3(CC2)OCCO3)CC1 (stereo not drawn) | -4% | 7% | -4% | -2% | -1% | 0 | 4%
COc1cc(C(=O)NCc2cn3ccsc3n2)cc(OC)c1OC | . | . | 4% | -2% | -12% | 58 | .
CCCc1ccc2oc(C(=O)N3CCC(N4CCCC(O)C4)CC3)c(C)c2c1 (stereo not drawn) | 113%[activator] | 3% | -11% | 7% | -14% | 0 | -1%
COC(=O)CSc1nnc2n1C(C)(C)Cc1ccccc1-2 | -5% | -4% | -11% | 8% | ? | -13 | -2%
CCNC(=O)C1(C)CCN(C(=O)c2c(F)cccc2F)C1 (stereo not drawn) | . | . | -4% | -1% | . | -6 | .
CN(C)c1cc[n+](/C(C(=S)Nc2ccc(SC(F)F)cc2)=C(/[O-])c2ccccc2)cc1 | -3% | 6% | -1% | -2% | -22% | ? | -19%
CC(=O)Nc1ccc(S(=O)(=O)Oc2ccc(C=O)cc2)cc1 | -34% | 1% | -10% | -5% | 7% | ? | -1%
FC(F)(F)c1cc(NC2CCCCC2)ccn1 | -9% | 0% | 1% | 18% | -12% | 3 | -2%
C[C@H](CO)N1C[C@H](C)[C@@H](CN(C)C(=O)Nc2ccc(C(F)(F)F)cc2)Oc2ccc(NS(=O)(=O)c3cn(C)cn3)cc2C1=O | 147%[activator] | . | 3% | 9% | 7% | 4 | .
CC(C)c1ccc(C2(C)NC(=O)N(CC(=O)NCC3COc4ccccc4O3)C2=O)cc1 (stereo not drawn) | 61%[activator] | . | 3% | -6%[11.6 µM] | ? | 18 | 0%
COc1cccc(CN2CCNC(=O)C2CC(=O)NC2Cc3ccccc3C2)c1 (stereo not drawn) | 21% | -1% | -5% | 0% | -4% | 26 | 2%
COC(=O)c1cccc(NC(=O)CSc2nnc(-c3ccco3)o2)c1 | -13% | 1% | -7% | -4% | 2% | -11 | -3%
CN(C)CCNCCCOc1ccccc1-c1ccccc1 | -1% | 0% | . | . | . | . | -11%
COCCCn1c(=S)[nH]c2ccc(N3CCOCC3)cc2c1=O | -18% | -1% | 0% | 38%[activator] | 6% | -22 | ?
Cc1cc(-c2ccc(Cl)cc2Cl)c(C#N)c(=O)[nH]1 | -19% | -1% | -18% | 8% | -11% | 0 | -8%

Later entries.
SMILES | AmpC no deterg | LmPK inhibitor | TbPYK inhibitor | AMA1 RON2 block | HCV inhibitor | HCMV inh | AmpC detergent
CCN(CC)CCn1c(NCc2ccc(C)o2)nc2ccccc21 | 0% | -1% | 8% | -2% | 22% | -5 | 5%
COc1ccc(Cc2nc3ccc(C(=O)NCCSC)cc3o2)cc1 | . | . | -5% | 0% | 17% | 110 | .
CCc1ccc2[nH]c(=O)c(C(c3nnnn3Cc3ccc(OC)cc3)N3CCOCC3)cc2c1 (stereo not drawn) | 142%[activator] | 2% | -3% | 16% | 9% | 8 | -20%
N#CC(C(=O)NC1CC1)c1nc2ccccc2nc1N1CCN(C/C=C/c2ccccc2)CC1 (stereo not drawn) | 4% | 2% | -13% | -7% | 16%&-4% | 39 | -16%
Cc1ccc(-c2nc3c4ccccc4ccn3c2CC2CCCCC2)cc1 | . | . | 6% | 12% | . | 60 | .
C[C@]12CCC3C(CCC4=CC(O)CC[C@@]43/C=N/O)C1(O)CCC2C1=CC(=O)OC1 (stereo partly drawn) | -15% | 3% | 0% | 17% | 2.2µM* | -96* | 2%
Cc1ccc(NC(=O)CSc2nnc(COc3ccccc3F)n2N)cc1S(=O)(=O)N1CCOCC1 | . | . | 3% | 11% | -10% | -20 | .
CCCCN(C)C(=O)Cn1cnc2sc(C)c(S(=O)(=O)N3CCC(C)CC3)c2c1=O | . | . | -9% | . | . | -7 | 7%
CC(=O)NC(Cc1ccc(C)cc1)C(=O)NC1CCN(C(=O)c2ccc([N+](=O)[O-])cc2)CC1 (stereo not drawn) | 18% | 2% | -14% | 3% | 2% | 46 | -13%
O=C(O)c1c(C(=O)N2N=C3/C(=C/c4ccccc4)CCCC3C2c2ccccc2)cccc1[N+](=O)[O-] (stereo not drawn) | -32% | -3% | -4% | 25% | -3% | 0 | -8%
CO/N=C(\c1nonc1N)N1CCN(c2ccc([N+](=O)[O-])cc2Cl)CC1 | -16% | 0% | 6% | -14% | -25% | 7 | 5%
